PHOSPHO1 block = PHOSPHO1 (human) inhibition. 290,000 tested, 1.1% active. Q8TCT1. inhibition, % at 13.3 µM. recombinant PHOSPHO1, absorbance phosphatase assay. AID 1565; in the data active = inhibition above about 60%
HCV NS3 hel inh = HCV NS3 helicase inhibition; NS3 helicase DNA unwinding, Cy5 molecular beacon fluorescence; inhibition, % at 10.9 µM; 290,000 tested, 0.56% active;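 active = inhibition above the mean of all tested compounds plus 3 SD, set per campaign, cut at about 35% in these data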;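 note: 0% = DMSO wells and 100% = thioflavine S control wells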
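System: NS3 helicase fragment of HCV / Schedule: 1 h at 25 °C / Control set: DMSO alone as 0% and 110 µM thioflavine S as 100% / Reagent: Cy5/quencher beacon DNA duplex and ATP to start / Technique: Cy5 fluorescence / Replication: singlicate / Evaluation: % inhibition of end-to-start signal ratio versus controls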
V1R ag counter = V1a receptor agonism, counter-screen for OXTR agonists. P37288. CHO-V1R cells, Fluo-8 calcium fluorescence, agonist mode; 0% DMSO, 100% 3 nM vasopressin. activation, % at 3 µM. 320,000 tested, 0.25% active. AID 2797;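 active = activation above the mean activation of all tested compounds plus 3 SD, per screening run, cut at about 20% in these data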;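 note: signal is peak over basal fluorescence ratio across a 100 second FLIPR read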
GalR3 antag = human GalR3 antagonism; 360,000 tested, 0.44% active; HEK293 GalR3-CNG cAMP membrane potential fluorescence; galR3 body fused to GalR1 C-terminus; inhibition, % at 3 µM; AID 651719;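 active = inhibition above the screen-wide average plus 3 SD, cut at about 13% in these data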;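 note: forskolin and galanin both at EC90 stimulate the cells; cAMP rise reported by CNG channel membrane potential dye signal; 0% = forskolin plus galanin with DMSO and 100% = forskolin alone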
Target sequence (O60755 1-299 limits assumed): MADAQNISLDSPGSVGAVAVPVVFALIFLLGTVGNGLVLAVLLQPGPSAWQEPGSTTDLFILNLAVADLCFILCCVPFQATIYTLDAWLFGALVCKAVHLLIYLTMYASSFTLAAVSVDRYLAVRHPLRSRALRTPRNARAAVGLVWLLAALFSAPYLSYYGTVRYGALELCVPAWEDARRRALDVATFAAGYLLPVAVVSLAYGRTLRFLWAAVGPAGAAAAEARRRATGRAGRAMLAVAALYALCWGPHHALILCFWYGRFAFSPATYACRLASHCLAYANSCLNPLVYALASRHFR
GPR7 antagonist = human neuropeptides B/W receptor 1 antagonism; P48145; GPR7-expressing cells, fluorescence antagonist assay; inhibition, % at 4.4 µM; 290,000 tested, 1.1% active; in the data active = inhibition above about 16%, passing the limit was not always enough;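 note: cells stimulated with the agonist NPW; 0% = agonist with vehicle and 100% = vehicle without agonist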
Target sequence (P48145 whole entry, looked up): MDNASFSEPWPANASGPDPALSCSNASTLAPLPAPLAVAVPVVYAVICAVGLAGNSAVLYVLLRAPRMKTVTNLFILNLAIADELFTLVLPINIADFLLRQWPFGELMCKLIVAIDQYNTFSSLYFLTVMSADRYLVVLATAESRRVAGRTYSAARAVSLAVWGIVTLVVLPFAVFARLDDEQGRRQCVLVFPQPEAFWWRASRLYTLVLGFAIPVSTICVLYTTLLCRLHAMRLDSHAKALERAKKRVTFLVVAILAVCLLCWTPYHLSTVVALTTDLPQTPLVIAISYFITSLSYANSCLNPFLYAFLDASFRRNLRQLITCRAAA
VIM-2 inhibitor = blocks Pseudomonas aeruginosa VIM-2 metallo-beta-lactamase; purified VIM-2, nitrocefin hydrolysis, epi-absorbance fluorescence; inhibition, % at 5.6 µM; 290,000 tested, 0.89% active;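 active = inhibition above the mean of all tested compounds plus 3 SD, cutoff set per screening run, cut at about 7.5% in these data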;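 note: red hydrolysis product quenches plate fluorescence so inhibitors raise well fluorescence; 0% = enzyme with DMSO and 100% = DMSO without enzyme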
IMP-1 inhibitor = inhibitors of Pseudomonas aeruginosa IMP-1 metallo-beta-lactamase | 290,000 tested, 0.45% active | purified IMP-1, nitrocefin hydrolysis, epi-absorbance fluorescence | inhibition, % at 5.6 µM;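 active = inhibition above the mean plus 3 SD of all compounds in the same screening run, cut at about 4.5% in these data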;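 note: 0% = IMP-1 with DMSO and 100% = DMSO wells lacking enzyme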
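assay system = purified recombinant IMP-1 metallo-beta-lactamase enzyme | schedule = 15 min preincubation plus 25 min reaction at 25 °C | signal = Epi-absorbance fluorescence, 480 nm excitation, 530 nm emission | read-out basis = percent inhibition from optical density relative to buffer-blank wells | controls = IMP-1 with DMSO as 0%, enzyme-free DMSO as 100%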
FID counter = counter-screen for HCV NS3 helicase inhibitors: DNA intercalator displacement. DNA fluorescent intercalator displacement, fluorescence. inhibition, % at 7.9 µM. 290,000 tested, 0.17% active; in the data active = inhibition above about 37%;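 note: 0% = vehicle and 100% = reference compound; higher means more ethidium bromide displaced from hairpin DNA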
OXTR agonist = activates the human oxytocin receptor; P30559; CHO-OTR cells, Fluo-8 calcium fluorescence; normalized: DMSO 0%, oxytocin 100%; 320,000 tested, 0.32% active; activation, % at 3 µM;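 active = activation above the mean of all tested compounds plus 3 SD, cutoff set per screening run, cut at about 20% in these data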;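 note: peak over basal fluorescence ratio from a 100 s FLIPR kinetic read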
Target sequence (P30559 whole entry, looked up): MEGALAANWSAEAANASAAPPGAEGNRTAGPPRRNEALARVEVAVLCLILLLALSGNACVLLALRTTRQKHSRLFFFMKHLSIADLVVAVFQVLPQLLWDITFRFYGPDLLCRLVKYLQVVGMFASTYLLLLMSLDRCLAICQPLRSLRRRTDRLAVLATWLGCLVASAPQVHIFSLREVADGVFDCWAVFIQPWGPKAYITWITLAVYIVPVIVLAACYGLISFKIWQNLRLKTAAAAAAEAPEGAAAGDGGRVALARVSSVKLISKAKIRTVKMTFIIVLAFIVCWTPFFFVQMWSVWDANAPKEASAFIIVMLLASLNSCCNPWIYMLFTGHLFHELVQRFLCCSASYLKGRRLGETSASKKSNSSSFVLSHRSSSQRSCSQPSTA
Starred values were filed as active, the others as inactive; / = not tested or not shown.

Order of values – PHOSPHO1 block	HCV NS3 hel inh	V1R ag counter	GalR3 antag	GPR7 antagonist	VIM-2 inhibitor	IMP-1 inhibitor	FID counter	OXTR agonist
(1) CCOC(=O)[C@@H]1[C@H]2COc3ccc(Br)cc3[C@H]2N2C(=O)N(c3ccc(Br)cc3)C(=O)[C@]12C
→ -52	-45	1.3	-5	-2	-1.5	-0.2	-17	0.2
(2) COc1cc(C)ccc1Oc1nc(-c2ccccc2O)nc2ccccc12
→ 20	3	7.2	7	-15	-2.6	-2.6	-10	-0.6
(3) O=C(CN1CCCCC1)N1CCc2ccccc21
→ 35	-3	0.4	-5	-11	-3.2	-2.8	-1	-1.4
(4) Cc1ccc(CNC(N)=S)cc1
→ 33	4	2.6	3	-7	-2.0	-9.3	-4	-0.5
(5) C/C=C/C(=O)OCC(=O)Nc1nc2ccc(C)cc2s1
→ 2	-1	0.1	-5	4	-1.9	-3.2	-7	-0.2
(6) O=C(Cc1cccs1)N/N=C/C(Cl)=C/c1ccccc1
→ -5	-3	0.3	-6	2	-1.1	-1.3	-4	-0.5
(7) O=C(c1cc(S(=O)(=O)N2CCOCC2)ccc1Cl)N1CCOCC1
→ /	1	-0.4	-1	-15	-0.6	-2.5	0	-0.2
(8) COc1ccc(/C=N/Nc2nc(N3CCCC3)nc(N3CCCC3)n2)c(OC)c1OC
→ -23	-6	-1.1	-3	-3	-3.3	-4.1	-21	-1.7
(9) CN1C(=O)CC(C(=O)O)SC1=Nc1cc(Cl)cc(Cl)c1 (stereo unspecified)
→ 6	-6	0.6	7	-17	-3.7	-2.8	-4	1.2
(10) Cc1c(NC(=O)c2cc3c(s2)CCCC3)c(=O)n(-c2ccccc2)n1C
→ 21	-3	-0.3	-4	14	-0.4	-0.9	-14	-0.7

Full records, quoted from the list. Values in the order: PHOSPHO1 block | HCV NS3 hel inh | V1R ag counter | GalR3 antag | GPR7 antagonist | VIM-2 inhibitor | IMP-1 inhibitor | FID counter | OXTR agonist
`O=C(CN1CCCCC1)N1CCc2ccccc21` is listed as 35 | -3 | 0.4 | -5 | -11 | -3.2 | -2.8 | -1 | -1.4
`Cc1c(NC(=O)c2cc3c(s2)CCCC3)c(=O)n(-c2ccccc2)n1C` is listed as 21 | -3 | -0.3 | -4 | 14 | -0.4 | -0.9 | -14 | -0.7

More structures
Order of values – PHOSPHO1 block	HCV NS3 hel inh	V1R ag counter	GalR3 antag	GPR7 antagonist	VIM-2 inhibitor	IMP-1 inhibitor	FID counter	OXTR agonist
(11) CCOC(=O)c1c(C)c(C(=O)Nc2ccc(N(C)C)cc2)c(C)n1CC
→ 56	11	-1.1	-10	5	-1.3	-3.8	-2	-1.5
(12) CCOC(=O)c1cnc(-n2nc(C)cc2C)nc1NCCc1ccccc1
→ -12	-5	-0.7	3	1	9.6*	-4.2	-21	-1.6
(13) Cc1cccn2c(=O)c3cc(C(=O)N4CCN(C(=O)c5ccco5)CC4)n(C)c3nc12
→ 50	17	-1.2	0	2	-0.5	-2.7	-25	-2.4
(14) CCN(CC)S(=O)(=O)c1ccc2oc(Nc3ccc(OC)cc3OC)nc2c1
→ 3	-23	0.3	5	-6	-3.9	-1.8	-25	-1.4
(15) CCc1cc(CNC(=O)c2ccc3nc(Cc4ccc(OC)c(OC)c4)oc3c2)on1
→ 47	0	9.8	7	-3	-0.2	0.9	-36	11
(16) CCc1ccc(N2C(=O)CN(Cc3cccs3)C2=S)cc1
→ -10	5	0.3	-4	1	-4.0	-0.3	0	-0.7
(17) Cc1ccsc1/C=N/NC(=O)CO
→ 24	0	0.3	-5	-6	-0.2	-2.8	3	0.5
(18) Cc1oc(-c2cccc(Cl)c2)nc1CSCC(=O)O
→ -16	8	0.9	8	-4	-2.0	-0.7	-11	-0.5
(19) CC(=O)c1ccc(OC(=O)C(CCS(C)(=O)=O)N2C(=O)c3ccccc3C2=O)cc1 (stereo unspecified)
→ 2	-6	0.1	-2	-10	-3.6	-3.1	-2	2.6
(20) CCCn1c(=O)c(C(=O)NNS(=O)(=O)c2ccc(NC(=O)OC)cc2)c(O)c2ccccc21
→ 27	-26	-0.4	-6	-2	-4.7	-4.1	-9	0.7
(21) Cc1ccc2cc(CCNC(=O)c3ccc4c(c3)OCO4)c(=O)[nH]c2c1C
→ 18	2	3.4	7	0	-3.8	-4.1	-11	0.6
(22) O=C(O)c1cccc(NS(=O)(=O)c2ccc(NC(=O)c3ccco3)cc2)c1
→ 23	-5	1.1	-4	-16	-1.2	-1.4	-4	0.0
(23) O=[N+]([O-])c1cc(C(F)(F)F)cc([N+](=O)[O-])c1NN=C1CCCCC1
→ 6	36	-0.4	-3	0	-3.9	-3.0	3	-1.6
(24) C=CCNC(=O)CN1CCC(c2nc3ccccc3[nH]2)CC1
→ 46	-1	-1.0	-1	0	-1.7	-2.0	-15	0.3
(25) COc1ccc(S(=O)(=O)NCc2cccnc2)cc1Br
→ 44	4	8.2	10	2	-1.5	-2.5	-4	16
(26) COc1cccc(OC)c1OCCN(C)C
→ 16	10	-0.1	-3	4	-1.2	3.6	10	1.2
(27) COc1ccc(OC)c(C(=O)CN2C(=O)NC(C)(c3ccccc3)C2=O)c1 (stereo unspecified)
→ -11	-5	6.2	-2	5	0.8	-0.7	-15	5.5
(28) CN(C(=O)COc1ncnc2c1cnn2-c1ccccc1)C1CCCCC1
→ -27	-3	0.4	-6	-5	-0.7	-1.9	-7	0.5
(29) O=C(CCCOc1ccc(Cl)cc1Cl)NNC(=O)c1ccc(NC(=O)c2ccccc2)cc1
→ 5	1	0.4	-3	-9	-4.6	-2.3	-2	0.3
(30) O=C(NC(=S)NC1CC1)c1cccnc1
→ -15	5	1.7	-2	10	-5.3	-2.9	5	0.3
(31) O=C(O)c1cc(/C=C/C(=O)c2cc(F)ccc2O)c2c(c1)COCO2
→ 32	49*	-0.4	0	-4	2.2	-1.1	-14	0.2
(32) Cc1cccc(OCC(=O)Nc2cc(C)on2)c1
→ 2	-4	0.8	-3	1	-3.8	-1.0	0	1.3
(33) COc1ccccc1NC(=O)Nc1cccnc1
→ 24	-5	0.4	-5	-4	-3.3	-3.6	-3	1.4
(34) COc1cc(/C=N/NC(=O)C(C)n2nnc3ccccc32)ccc1O (stereo unspecified)
→ 7	8	0.0	3	2	-5.4	-2.9	-9	-1.2
(35) Cc1c(N2C(=O)CSC2c2ccc([N+](=O)[O-])cc2)c(=O)n(-c2ccccc2)n1C (stereo unspecified)
→ 28	-10	0.4	-4	0	-0.7	-0.5	-7	-0.9
(36) CC(C)CC(NC(N)=O)C(=O)OCC(=O)N(Cc1ccccc1)Cc1ccccc1 (stereo unspecified)
→ -22	0	15	-6	-2	2.1	0.4	-21	0.9
(37) CCOc1cccc(-c2nnc(SCC(=O)Nc3cc(OC)cc(OC)c3)n2N)c1
→ 3	-10	-0.3	-5	-18	-1.6	-0.5	-27	-1.1
(38) Cc1nn(Cc2ccc(F)cc2)c(C)c1NC(=O)c1cc2ncc(Br)cn2n1
→ 8	0	-0.6	3	-1	-3.6	-3.0	-15	-0.6
(39) NC(=O)CC[C@@H]1NC(=O)[C@@H]2CCCN2C(=O)c2cc([N+](=O)[O-])cc(F)c2NCCC[C@@H](C(N)=O)NC1=O
→ 18	-12	0.5	0	10	-2.9	-0.9	0	-0.6
(40) COc1ccc(N2CC(C(=O)Nc3nnc(SCC(=O)NCC4CCCO4)s3)CC2=O)cc1 (stereo unspecified)
→ -36	17	0.2	2	1	-2.0	-0.3	-24	-0.6
(41) CNC(=S)N1CCN(S(=O)(=O)c2ccc3ccccc3c2)CC1
→ 12	-13	11	-9	-10	0.5	-0.5	-16	13
(42) CCN1C(=O)CSc2ccc(C(=O)OC)cc21
→ 4	-5	-1.1	0	1	-0.4	-3.5	-6	1.1
(43) Cc1ccc(NC(=O)c2c(C)noc2-c2snnc2C)cc1
→ 3	22	-1.0	-6	-5	-2.2	-2.1	-4	-1.6
(44) COc1cccc2c1C(=O)O/C2=C/c1ccc2c(c1)OCO2
→ 5	-8	1.4	0	-9	-2.0	-6.1	2	-1.5
(45) O=C(NCC(=O)N1CCc2ccccc2C1)c1ccccc1Cl
→ 15	0	/	-10	-6	0.3	-3.2	-9	/
(46) CCCC(c1nnnn1C(C)(C)CC)N1CCN(C(=O)c2ccco2)CC1 (stereo unspecified)
→ 24	-2	0.6	-8	-1	3.1	-1.3	-24	1.9
(47) COc1ccccc1C(C[N+](=O)[O-])c1c[nH]c2ccccc12 (stereo unspecified)
→ 8	-7	-0.5	-9	-15	-2.2	-1.1	-4	-2.9
(48) O=C(CSc1ncn[nH]1)Nc1cccc(S(=O)(=O)N2CCCCCC2)c1
→ -15	-6	5.0	-3	4	-0.1	-3.2	-7	4.4
(49) CC(=O)c1cccc(NC(=O)c2cccc(N3C(=O)c4ccccc4C3=O)c2)c1
→ 33	-4	0.1	-1	-5	-2.7	-1.4	-23	0.1
(50) Cc1ccnc(NC(=O)CCC(=O)N(CC(=O)NC(C)(C)C)C2CCCC2)c1
→ 20	14	1.4	0	-3	0.1	-0.5	-19	-0.4
(51) CSCCCNC(=S)N1CCc2ccccc2C1
→ -38	-7	-0.3	-4	20	1.5	-1.4	-4	-1.8
(52) Cn1nnc2ccccc2c1=O
→ 4	-1	1.4	-2	-9	-5.8	-2.5	-1	0.8
(53) O=C(O)CC(=O)Nc1ccc(Oc2ccc(C(F)(F)F)cn2)c(Cl)c1
→ 52	10	1.1	-3	-4	-1.9	-2.8	-25	0.1
(54) O=C(Nc1cccc(-c2cn3c(n2)SCC3)c1)c1ccc2ccccc2n1
→ 36	5	-0.1	0	4	3.1	-0.7	-23	0.3
(55) O=c1[nH]c(CN2CCN(c3ccccc3Cl)CC2)nc2ccsc12
→ 21	-1	0.9	-5	0	-4.0	-6.0	-12	1.1
(56) CC(C)Oc1ccc(CSc2ncn[nH]2)cc1
→ -7	-11	-0.1	2	1	-1.6	-2.1	-1	-0.2
(57) COc1ccc(CCNC(=O)CN(c2cccc([N+](=O)[O-])c2)S(C)(=O)=O)cc1
→ 24	-2	0.5	-5	-4	-2.2	0.9	-1	-0.7
(58) COc1ccc(/C=N/NC(=O)c2cc(-c3ccccc3OC)nc3ccccc23)cc1COC(C)=O
→ 11	-16	0.7	-3	-3	-3.9	-3.3	-22	-1.1

Screening data deposited in PubChem by several laboratories.
